# proCasp7 act – procaspase-7 activators, primary screen, counter-screen for procaspase-3 activator project, biochemical, absorbance, HTS, human. recombinant procaspase-7, Ac-DEVD-pNA absorbance 405 nm; D23A/D198A/D206A triple mutant, cannot self-cleave; scale: DMSO 0, 5 µM enzyme 100. activation, % at 8.5 µM. 330,000 compounds, 0.093% hits;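 active = percent activation above the screen-wide mean plus 3 SD, cut at about 25% in these data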
#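 Assay system: Uncleavable procaspase-7 mutant enzyme / Input: 2 µM procaspase-7 mutant as dispensed / Dosing: single nominal 8.5 µM compound dose, 0.8% DMSO final / Timing: 1 h enzyme–compound preincubation and 2 h substrate reaction, both 25 °C / Detection: p-Nitroaniline absorbance at 405 nm, read at 0 and 120 min / Replication: singlicate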
# JMJD2C inh – inhibitors of GASC-1 histone demethylase, primary screen, biochemical, fluorescence, DELFIA europium | Lysine-specific demethylase 4C (Homo sapiens), Q9H3R0 | GST-JMJD2C(1-420) H3K9me3 demethylation | inhibition, % at 2.35 µM | 330,000 compounds, 0.069% hits;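 active = more than half of a compound's replicate wells show inhibition beyond 50%, single wells judged on their own value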;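 note: signal counts dimethyl H3K9 product captured on neutravidin plate; 0% = median of DMSO wells and 100% = 0.3 times that DMSO median; strong numbers were not always called active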
# Efflux pump inh – inhibitors of Candida efflux pumps in yeast, primary screen, S. cerevisiae, Nile Red, multiplex; inhibition, % at 10 µM; S. cerevisiae Candida pump triplex; 330,000 compounds, 0.44% hits;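 active = plate passing quality check with inhibition over a set limit, or well fluorescence over plate mean plus 4 SD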;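 note: Nile Red retained in pooled yeast measured as flow cytometry median fluorescence; 0% = buffer negative control and 100% = Enniatin B positive control; higher means more Nile Red kept so more efflux inhibition; some compounds called inactive have numbers as strong as hits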
# core dimer inh – inhibitors of HCV core protein dimerization, primary screen, biochemical, TR-FRET, high-throughput; 300,000 compounds, 0.33% hits; inhibition, % at 5 µM; TR-FRET GST/Flag-core106 dimerization, 1536-well;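 active = inhibition above the mean of all tested compounds plus 3 SD, set per screening campaign, cut at about 45% in these data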
#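 assay system = GST-tagged and Flag-tagged HCV core protein residues 1-106 | controls = unlabelled core106 and no-GST-core106 wells | incubation = compound-protein-antibody incubation 4 h at 22.5 °C | probe or stimulus = Eu donor and XL665 acceptor anti-tag antibodies | read-out = % inhibition based on acceptor/donor emission ratio | signal = TR-FRET 671 and 617 nm emission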
# PP5 primary – PP5 phosphatase inhibitors, primary screen, biochemical, fluorescence; purified PP5c, OMFP substrate fluorescence; 320,000 compounds, 0.18% hits; inhibition, % at 6.7 µM; Serine/threonine-protein phosphatase 5 (Homo sapiens), P53041;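 active = inhibition above the campaign's mean inhibition across all tested compounds plus 3 SD, cut at about 9.5% in these data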;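 note: 0% = DMSO only and 100% = 100 µM cantharidin control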
# Target sequence (P53041 whole entry, looked up): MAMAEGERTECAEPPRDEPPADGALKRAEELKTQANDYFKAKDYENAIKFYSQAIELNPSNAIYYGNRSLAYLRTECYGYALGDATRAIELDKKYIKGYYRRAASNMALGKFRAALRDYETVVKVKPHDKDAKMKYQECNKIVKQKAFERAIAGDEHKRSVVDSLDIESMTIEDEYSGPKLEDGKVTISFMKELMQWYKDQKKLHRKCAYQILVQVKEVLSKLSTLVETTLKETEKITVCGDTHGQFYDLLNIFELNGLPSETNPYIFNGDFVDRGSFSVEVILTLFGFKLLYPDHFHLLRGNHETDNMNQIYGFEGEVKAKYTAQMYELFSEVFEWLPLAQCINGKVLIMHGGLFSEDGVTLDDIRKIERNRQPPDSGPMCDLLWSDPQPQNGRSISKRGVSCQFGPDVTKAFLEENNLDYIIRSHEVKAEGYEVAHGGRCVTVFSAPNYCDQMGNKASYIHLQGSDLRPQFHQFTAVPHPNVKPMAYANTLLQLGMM
# CTSL1 counter – Fasciola hepatica cathepsin L1 inhibitors, primary screen, counter-screen for PFM18AAP inhibitor project, biochemical, QFRET, fluorogenic peptide substrate | AID 1906, 2009 | recombinant F. hepatica cathepsin L1, Z-Leu-Arg-MCA fluorescence | 300,000 compounds, 0.49% hits | inhibition, % at 5.96 µM;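 active = inhibition above the mean of all tested compounds plus 3 SD, set per screening campaign, cut at about 17% in these data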;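 note: 0% = plate median of test compound wells and 100% = 1 µM Z-Phe-Ala-diazomethylketone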
# TPT1 inh – Candida albicans TPT1 enzyme inhibitors, primary screen, biochemical, fluorescence polarization. tRNA 2'-phosphotransferase TPT1 (Candida albicans SC5314). recombinant caTPT1, FP RNA substrate dephosphorylation. inhibition, % at 5 µM. 300,000 compounds, 0.81% hits. AID 1962, 2009;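 active = inhibition above the mean of all tested compounds plus 3 SD, set per screening campaign, cut at about 24% in these data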;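 note: plate controls were DMSO alone for no effect and ferristatin control at 100 nM for full effect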
# PP1 counter – PP1-alpha phosphatase inhibitors, primary screen, counter-screen for PP5 inhibitor project, biochemical, fluorescence, OMFP substrate, single point; inhibition, % at 6.7 µM; AID 2235, 2010; 320,000 compounds, 0.9% hits; Serine/threonine-protein phosphatase PP1-alpha catalytic subunit (Homo sapiens), P62136; purified PP1alpha;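 active = inhibition above the mean inhibition of all tested compounds plus 3 SD, computed separately for each screening campaign, cut at about 15% in these data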
# Target sequence (P62136 whole entry, looked up): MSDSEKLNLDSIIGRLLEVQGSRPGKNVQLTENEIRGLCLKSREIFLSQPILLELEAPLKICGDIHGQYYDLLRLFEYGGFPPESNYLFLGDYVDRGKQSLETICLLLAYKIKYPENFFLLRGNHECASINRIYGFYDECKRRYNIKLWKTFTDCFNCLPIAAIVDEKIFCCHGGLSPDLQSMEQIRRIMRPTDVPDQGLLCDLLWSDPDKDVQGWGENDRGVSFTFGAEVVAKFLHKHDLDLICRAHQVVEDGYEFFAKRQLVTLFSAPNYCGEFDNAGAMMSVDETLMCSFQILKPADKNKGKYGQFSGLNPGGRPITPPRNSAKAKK
# procasp3 activ – activators of human procaspase-3 D3A mutant, primary screen, biochemical, absorbance, PC-3 D3A mutant, single concentration | Caspase-3 (Homo sapiens), P42574 | recombinant procaspase-3 D3A, Ac-DEVD-pNA absorbance 405 nm | activation, % at 8.5 µM | 330,000 compounds, 0.11% hits | AID 463141, 2010;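 active = activation above the mean of all tested compounds plus 3 SD, cut at about 21% in these data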;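 note: 0% = DMSO alone and 100% = DMSO wells spiked with extra 5 µM PC-3 D3A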
#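 Test system: Procaspase-3 D3A mutant; medium: Zinc-free HEPES/NaCl buffer with 0.01% Triton X-100 at pH 7.4; reagent: DEVD-pNA substrate; doses: one concentration, 8.5 µM nominal, 0.8% DMSO; times: 1 h preincubation plus 2 h reaction at 25 °C; signal: Epi-absorbance at 405 nm of released p-nitroaniline, 0 and 120 min; replicates: singlicate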
# * hit, by the source's call; . = no result given.
Compound	proCasp7 act	JMJD2C inh	Efflux pump inh	core dimer inh	PP5 primary	CTSL1 counter	TPT1 inh	PP1 counter	procasp3 activ
COc1cc(NC(=O)C2CCN(S(=O)(=O)c3ccc(N4CCCC4=O)cc3)CC2)cc(OC)c1	4	-1	0.5	-2	-0.9	-2	-4	2	8
COc1ccc(CC(=O)Nc2ccc(S(=O)(=O)N3CCC(C)CC3)cc2)c(OC)c1	6	2	0.1	.	1.2	.	.	-1	0
CC(=O)NC1=NN(C(C)=O)C(c2cccs2)S1 (configuration not stated)	1	-1	0.1	-13	1.1	-5	-3	-4	-8
C#CCOCCOCCOCCNc1nc(N2CCOCC2)nc(N2CCN(C(=O)[C@H](Cc3cc4ccccc4[nH]3)n3cc([C@@H](N)C(C)CC)nn3)CC2)n1 (some centres not stated)	-5	-3	0.0	5	1.9	2	1	4	9
COc1ccc(C2CC(=O)c3cnn(-c4nc(C)cc(C)n4)c3C2)cc1OC (configuration not stated)	-6	2	-0.1	4	0.3	0	0	-3	2
O=S(=O)(Nn1cnnc1)c1ccccc1Cl	4	1	0.0	-3	-0.3	1	-2	0	-4
O=C(CCN1CCCCC1)Nc1ccc(Br)cc1	0	5	-0.1	-3	-1.7	7	1	-5	-2
COCCNc1nc(N)c([N+](=O)[O-])c(NCCO)n1	9	-9	0.0	-4	-1.2	2	-3	-1	9
Cc1occc1C(=O)N/N=C/c1ccc(-c2cccc([N+](=O)[O-])c2)o1	-1	4	0.1	-12	2.6	3	-4	-6	5
COc1ccc(S(=O)(=O)N2CCOC2CNC(=O)C(=O)NCCc2ccccc2)cc1OC (configuration not stated)	-6	9	0.0	-5	0.3	-3	-1	-5	9
CCOC(=O)c1c(C)[nH]c(C(=O)O)c1C	2	6	0.3	1	-3.0	-4	4	-1	-10
Cc1ccc(N2CC(C(=O)N(C)CC(=O)Nc3ccc(Cl)c(C(F)(F)F)c3)CC2=O)cc1 (configuration not stated)	0	1	-0.1	-1	6.5	8	-1	2	-2
COCCn1c(SCC(=O)N2CCCc3ccccc32)nc2ccccc2c1=O	-23	4	-0.2	3	1.6	4	-4	-14	1
COc1ccc(C(=O)CSc2n[nH]c(=O)[nH]c2=O)cc1	17	-7	-0.2	-3	-1.9	-1	0	-1	0
Nn1c(SCC(=O)NNC(=O)c2ccccc2)nnc1-c1ccccc1F	-2	80	0.1	-1	0.1	-5	0	-8	0
COc1ccc(C(=O)N2CCOC2CNC(=O)C(=O)NCc2ccco2)cc1 (configuration not stated)	-10	0	0.0	12	0.8	-4	-2	-4	3
O=C1COc2ccc(-c3csc(=Nc4ccc(OC(F)F)cc4)n3CC3CCCO3)cc2N1 (configuration not stated)	5	-34	0.3	3	3.5	0	0	2	-11
Cc1cccc(C2Nc3cccc4cccc(c34)N2)c1	2	-22	0.3	-16	2.1	-6	-2	2	-1
O=S(=O)(c1ccc2nc(N3CCN(c4ccc(F)cc4)CC3)ccc2c1)N1CCCCC1	-9	9	0.0	5	0.4	-1	-1	1	1
CC(C)c1ccc(NS(=O)(=O)c2ccc(-n3cccn3)cc2)cc1	3	7	-0.2	9	5.2	-1	-2	1	3
CC1CC(C)CN(CCCNS(=O)(=O)c2cc(Br)cc3c2N(C(=O)C2CC2)CC3)C1 (configuration not stated)	-5	2	0.7	-3	2.5	-2	-4	-1	-7
CCCCN(c1ccccc1)c1ncnc(N)c1[N+](=O)[O-]	4	3	-0.1	1	1.9	1	2	2	8
CCc1cccc(OCC(=O)Nc2ccc(C(=O)O)cc2NC(=O)COc2cccc(CC)c2)c1	3	10	-0.2	18	6.9	8	0	7	1
O=C(CCCn1c(=O)c2cccn2c2cccnc21)N1CCN(c2ccccc2F)CC1	14	-6	0.1	-2	1.1	-1	4	0	2
CCOc1ccc(CCNC(=O)CCCN2C(=O)c3ccccc3C2=O)cc1OCC	0	-3	0.2	-6	1.9	-4	1	-4	-4
CCC1=NN(C(=O)C(=O)Nc2ccc(Br)cc2)C(O)(C(F)(F)F)C1 (configuration not stated)	-6	.	0.0	5	-0.5	-1	-2	-1	6
Cc1ccc(C(=O)COC(=O)CNC(=O)c2ccccc2)s1	-12	-7	-0.2	.	-0.6	.	.	-1	5
COc1ccc(C(=O)COC(=O)c2sc(C)nc2C)cc1F	2	1	0.1	.	.	.	.	.	-3
CC(=O)Nc1ccc(-n2c(C)nc(=O)c(-c3ccccc3)c2C)cc1	2	-5	0.1	0	-1.1	2	2	0	-2
Cc1ccc(C(C)C)cc1OCC(=O)NCCCn1ccnc1	4	4	-0.1	.	.	.	.	.	-8
Cc1sc(NC(=O)C2CCCCC2C(=O)O)c(C(N)=O)c1-c1ccc(C(C)C)cc1 (configuration not stated)	11	9	-0.1	14	1.3	3	-3	2	6
OCC(O)/C=N/Nc1nc(N2CCCCC2)nc(N2CCCCC2)n1 (configuration not stated)	-13	-2	-0.1	-3	0.1	-2	-1	2	-3
COC(=O)c1ccc(-c2ccc(/C=N/NC(=O)CC3(C)OCCCO3)o2)cc1	7	2	-0.1	-4	-1.9	10	0	-6	-6
C=CCOC(=O)C1=C(C)Nc2nnnn2C1c1cccc(OC)c1OC (configuration not stated)	8	4	0.0	2	-0.4	-2	-3	-4	0
CCC(C)N1C(=O)N(c2cccc(Cl)c2)C(C)(O)CC1(C)C (configuration not stated)	4	-8	-0.1	-6	2.7	-9	1	2	8
Cc1ccc(NC(=O)C(CC(C)C)NC(N)=O)cc1 (configuration not stated)	1	18	-0.1	-12	1.2	-2	-2	-3	12
Cc1ccc(-c2c[n+](=O)c3c(n2[O-])CCC3)cc1	-7	-19	0.0	-1	-0.9	4	-1	-41	2
O=C(COC(=O)c1ccccc1O)Nc1ccc(N2CCOCC2)cc1	0	2	0.0	.	-2.9	.	.	-5	0
CC1CCCC(C)N1NC(=O)c1ccc(Cl)c(S(N)(=O)=O)c1 (configuration not stated)	1	-6	0.1	10	2.5	-4	-6	-1	8
Cc1cccc2cc(COC(=O)COc3ccccc3)c(=O)[nH]c12	-2	2	-0.1	9	1.4	-10	-4	-6	3
CC1/C(=N/O)CC(c2ccco2)NC1c1ccco1 (configuration not stated)	10	-3	-0.2	0	4.1	0	3	-2	-4
CN(CCCC(=O)Nc1ccc(Br)cc1F)S(=O)(=O)c1ccccc1	-6	4	0.1	-6	1.2	1	0	1	-3
CCn1ncc(C(=O)Nc2ccc([N+](=O)[O-])cc2OC)c1C	-3	0	0.1	2	1.2	0	3	1	4
CCOC(=O)C1=C(C)N(CCCCCC(=O)O)C(=O)NC1c1ccc(Cl)cc1 (configuration not stated)	4	-10	-0.2	5	-0.6	2	3	-1	10
O=Cc1ccc(OCc2nnsc2Cl)cc1	0	11	0.2	-4	0.6	-1	-3	-1	-4

# Laid out differently: entries from further up.
# Results follow in this order: proCasp7 act	JMJD2C inh	Efflux pump inh	core dimer inh	PP5 primary	CTSL1 counter	TPT1 inh	PP1 counter	procasp3 activ
- CCc1cccc(OCC(=O)Nc2ccc(C(=O)O)cc2NC(=O)COc2cccc(CC)c2)c1
  3	10	-0.2	18	6.9	8	0	7	1
- CCC(C)N1C(=O)N(c2cccc(Cl)c2)C(C)(O)CC1(C)C (configuration not stated)
  4	-8	-0.1	-6	2.7	-9	1	2	8

# Whole records as entered above. Values in the order: proCasp7 act | JMJD2C inh | Efflux pump inh | core dimer inh | PP5 primary | CTSL1 counter | TPT1 inh | PP1 counter | procasp3 activ
# COC(=O)c1ccc(-c2ccc(/C=N/NC(=O)CC3(C)OCCCO3)o2)cc1 across the screens: 7 | 2 | -0.1 | -4 | -1.9 | 10 | 0 | -6 | -6
# Cc1ccc(-c2c[n+](=O)c3c(n2[O-])CCC3)cc1 across the screens: -7 | -19 | 0.0 | -1 | -0.9 | 4 | -1 | -41 | 2
# Cc1ccc(NC(=O)C(CC(C)C)NC(N)=O)cc1 (configuration not stated) across the screens: 1 | 18 | -0.1 | -12 | 1.2 | -2 | -2 | -3 | 12
# CN(CCCC(=O)Nc1ccc(Br)cc1F)S(=O)(=O)c1ccccc1 across the screens: -6 | 4 | 0.1 | -6 | 1.2 | 1 | 0 | 1 | -3

# (cont.)
Compound	proCasp7 act	JMJD2C inh	Efflux pump inh	core dimer inh	PP5 primary	CTSL1 counter	TPT1 inh	PP1 counter	procasp3 activ
CCN(Cc1ccccc1)C(=O)Cn1c(=O)n(CC(=O)NCc2ccco2)c(=O)c2sccc21	-2	3	-0.2	-4	-1.6	1	-2	1	4
CCN(CC)CCn1c(-c2ccc(C)cc2)nc(=S)c2c1CC(C)(C)OC2	6	.	0.0	11	-3.6	6	3	-5	0
On1c(-c2ccc(Cl)cc2)nc2ccccc21	-1	2	0.2	1	4.1	2	-1	-2	4
CCCCCN1CC(=O)N2C(C)c3[nH]c4ccccc4c3C[C@H]2C1=O (some centres not stated)	10	5	-0.1	7	-1.0	-7	0	2	-7
CC(Oc1ccccc1)c1ccnn1S(=O)(=O)c1ccccc1 (configuration not stated)	7	-26	0.2	4	0.7	4	4	-2	-4
Cc1nnc(SCC(=O)N2CCCc3ccccc32)[nH]c1=O	3	0	-0.1	-35	1.4	0	-5	1	0

# Some of these compounds in order of formula weight, ascending:
Compound	proCasp7 act	JMJD2C inh	Efflux pump inh	core dimer inh	PP5 primary	CTSL1 counter	TPT1 inh	PP1 counter	procasp3 activ
O=Cc1ccc(OCc2nnsc2Cl)cc1	0	11	0.2	-4	0.6	-1	-3	-1	-4
CC(Oc1ccccc1)c1ccnn1S(=O)(=O)c1ccccc1 (configuration not stated)	7	-26	0.2	4	0.7	4	4	-2	-4
CCCCCN1CC(=O)N2C(C)c3[nH]c4ccccc4c3C[C@H]2C1=O (some centres not stated)	10	5	-0.1	7	-1.0	-7	0	2	-7
CCN(CC)CCn1c(-c2ccc(C)cc2)nc(=S)c2c1CC(C)(C)OC2	6	.	0.0	11	-3.6	6	3	-5	0

# Screening data deposited in PubChem BioAssay by several laboratories.
